Assay outcomes as filed in PubChem.
Lipid storage S3 – qHTS Assay for Lipid Storage Modulators in Drosophila S3 Cells; Drosophila S3 cells, BODIPY lipid droplet fluorescence, 18-24 h; cells fed with added oleic acid; Potency in µM for hits, for the others lipid storage change, negative = inhibition, % at the top dose, mostly 46.1 µM; 320,000 tested, 0.64% active; AID 2685, 2010; active = well fitted inhibition curve with a large enough effect in the signal ratio, with a control signal flat, not every such curve was filed as active; inconclusive = small, poorly fitted or top-dose-only effect, or effect the other way, or a change in a side signal; the % refers to the signal ratio
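Laser-scanning cytometry quantifies lipid droplet accumulation (500–530 nm total intensity; droplet/cell object ratio) in oleic acid-fed (400 uM added) Drosophila S3 cells treated with a concentration series. 20 uM Triacsin C defined 100% inhibition.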
Lipid storage S3 cell count max – further read-out of Lipid storage S3, marked with its call; cell number change, %; measured here: cell count max response;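 cells counted by Cell Tracker Red CMTPX staining in the red channel; peak over a dose series mostly up to 46.1 µM; percent activity relative to internal control wells on each plate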
* marks the source's active call; other numbers are inactive results; i = inactive; u = inconclusive; x = not tested or not shown; [ ] = remark or other dose. % is set by controls: 0 for no effect and ±100 for the full control effect; potency is the fitted concentration of half-maximal effect. Some of the compounds tested. The share of hits here may be higher or lower than overall.

Preview, seven compounds:
The line under a structure holds: Lipid storage S3, Lipid storage S3 cell count max
- COc1ccc(OCc2cc(C(=O)N3CCCCCC3)no2)c(Cl)c1
  u, x
- CCOC(=O)COc1ccc(S(=O)(=O)N2CCN(c3ccc(OC)cc3)CC2)cc1
  -9.3%, 1.7
- COC(=O)Nc1ccc(S(=O)(=O)N(C)C)cc1
  u, x
- COc1cc(C(=O)N2CCN(C)CC2)cc(OC)c1OC
  i, -9.9
- O=C(CSc1nnc(-c2ccc3c(c2)OCO3)o1)Nc1ncc(C(F)(F)F)cc1Cl
  -28.5%, -0.3
- COc1ccc(C2C(C(=O)c3ccco3)=C(O)C(=O)N2CC2CCCO2)c(OC)c1 (stereo not drawn)
  -8.3%, -0.9
- Cc1ccc(Oc2ccc(S(=O)(=O)N3CCOCC3)cc2C(N)=O)c(-n2nc3ccccc3n2)c1
  u, x

The listing, repeating the preview:
The line under a structure holds: Lipid storage S3, Lipid storage S3 cell count max
- COc1ccc(OCc2cc(C(=O)N3CCCCCC3)no2)c(Cl)c1
  u, x
- CCOC(=O)COc1ccc(S(=O)(=O)N2CCN(c3ccc(OC)cc3)CC2)cc1
  -9.3%, 1.7
- COC(=O)Nc1ccc(S(=O)(=O)N(C)C)cc1
  u, x
- COc1cc(C(=O)N2CCN(C)CC2)cc(OC)c1OC
  i, -9.9
- O=C(CSc1nnc(-c2ccc3c(c2)OCO3)o1)Nc1ncc(C(F)(F)F)cc1Cl
  -28.5%, -0.3
- COc1ccc(C2C(C(=O)c3ccco3)=C(O)C(=O)N2CC2CCCO2)c(OC)c1 (stereo not drawn)
  -8.3%, -0.9
- Cc1ccc(Oc2ccc(S(=O)(=O)N3CCOCC3)cc2C(N)=O)c(-n2nc3ccccc3n2)c1
  u, x
- CCCc1ccc(-c2csc(NC(=O)C3=COCCO3)n2)cc1
  u, x
- Cc1nn(CC(=O)c2ccc(Cl)s2)c(C)c1[N+](=O)[O-]
  10.7%, x
- COc1ccc(Cl)cc1NC(=O)CC(C)=O
  u, x
- COc1ccc(NC(=O)CSc2nc(=O)n(CCN3CCOCC3)c3c2CCCC3)c(OC)c1
  u, x
- CCCc1ccc(C(=O)[C@@H]2[C@@H](C(C)=O)N3c4ccc(F)cc4C=C[C@@H]3[C@@]23C(=O)Nc2ccccc23)cc1
  11.2%, 0.8
- Cc1ccccc1NS(=O)(=O)c1ccc(NC(=O)c2ccco2)cc1
  u, x
- CCCN(CCC)C(=O)CSc1nc2ccsc2c(=O)n1NC(=O)c1ccccc1
  u, x
- COc1ccccc1N1CCN(C(=O)c2cc(=O)c3cc(C)ccc3o2)CC1
  u, x
- CC(C)(C)Cc1nc(-c2ccc(Cl)cc2)no1
  u, x
- COc1cc(/C=C(/C#N)C(=O)Nc2ccc(Cl)cc2)ccc1Oc1nc(Cl)ncc1F
  6.2%, 15.3
- Cc1ccc(CN2CC(C(=O)Nc3cc(C)ccn3)CC2=O)cc1 (stereo not drawn)
  i, x
- COc1cccc(-c2cc(C(=O)Nc3cc(C)n(Cc4ccc(Cl)cc4)n3)no2)c1
  u, x
- COc1ccc(Cl)cc1N1Cc2ccccc2C1
  u, x
- COc1ccccc1-c1nc(C#N)c(N2CC(C)CC(C)C2)o1 (stereo not drawn)
  u, x
- C/C(CC(=O)Nc1ccc(N(C)C)cc1)=N\NC(=O)C(=O)NCc1ccccc1
  u, x
- CCCCn1c(SCC(=O)Nc2cccc(C)n2)nnc1-c1ccco1
  -5.0%, -13.6
- Cc1sc2c(=O)n3c(nc2c1C(=O)NCCCN1CCOCC1)CCCCC3
  u, x
- CCn1c(SC)nnc1-c1nnc(SC)n1CC
  2.4%, 2.5
- CSc1nnc(-c2ccccc2)n1N
  3.2%, 9.7
- Cc1cccc2cc(C#N)c(N3CCCC3)nc12
  -0.1%, 5.0
- COc1cccc2cc(C(C)OC(=O)Nc3ccc(C)cc3)oc12 (stereo not drawn)
  17.5%, 3.8
- CCCCc1ccc(NC(=S)N2CCCC(CO)C2)cc1 (stereo not drawn)
  11.4%, 7.3
- CC(Oc1ccccc1)C(=O)N1CCN(c2ccc(N3CCCCC3)nn2)CC1 (stereo not drawn)
  u, x
- Cn1c(-c2ccccc2)cc2onc(-c3ccccc3)c2c1=O
  u, x
- CNC(=O)Nc1ccccc1C(=O)Nc1ccccc1
  0.3%, -0.6
- O=C(Nc1ccc(Nc2ccccc2)cc1)c1ccc(Br)cc1
  u, x
- Cn1nnnc1SCC(=O)Nc1nc(-c2ccc(F)c(F)c2)cs1
  u, x
- CC1CCCC(NC(=O)C2CC(=O)N(Cc3ccccc3)C2)C1C (stereo not drawn)
  u, x
- CC12CC3(C)CC(C)(C1)CC(C(=O)NCc1cccnc1)(C2)C3
  u, x
- O=C(Nc1ccc(F)cc1)Nc1ccccc1N1CCCCC1
  u, x
- CCOc1ccc(NC(=O)CN2C(=O)CSC2=O)cc1
  3.8%, 23.5
- CSc1nc2ccc(NS(=O)(=O)c3c(Cl)cccc3Cl)cc2s1
  17.3%, 0.0
- O=C(C1CCC(CNS(=O)(=O)c2cccc3nsnc23)CC1)N1CCN(c2ccccn2)CC1 (stereo not drawn)
  5.6%, 10.5
- CCN(CC)c1ccc2cc(-c3nc4ccccc4[nH]3)c(=O)oc2c1
  u, x
- O=C(Cc1c(Cl)cccc1Cl)NC1=NCCS1
  u, x
- COC(=O)c1c(NC(=O)CN2C(=O)C(=O)N(CC(C)C)C2=O)sc(C)c1C
  u, x
- O=C(CCCOc1ccccc1)Nc1ccc(S(=O)(=O)N2CCOCC2)cc1
  u, x
- CSc1nnc(C)c(=O)n1COC(=O)/C=C/c1ccccc1
  1.5%, -13.2
- COC(=O)C1=C(O)/C(=C/c2cccc(OC)c2O)N=C1C
  0.2%, 13.0
- CCOc1ccc(CCNC(=O)COC(=O)c2cccnc2OCC)cc1OCC
  -9.1%, -10.6
- COc1ccc(CCC(=O)Nc2nc(C)c(C(=O)N(C)C)s2)cc1
  i, -15.7
- NC(=O)Nc1ccc(C(=O)N2CCN(S(=O)(=O)Cc3ccccc3)CC2)cc1
  3.6%, 4.9
- O=C(O)c1ccccc1CSc1nnnn1-c1ccccc1
  u, x
- COC(=O)c1cn(Cc2ccc(C(F)(F)F)cc2)cc(F)c1=O
  u, x
- O=C(Nc1ccc(N2CCCCC2)cc1)C(Cl)c1ccccc1 (stereo not drawn)
  u, x
- Cc1nnc(NC(=O)CSc2ncnc3scc(-c4ccccc4)c23)s1
  -0.1%, -12.4
- COc1cccc(C(=O)NNC(=O)CCc2ccccc2)c1
  -0.9%, 6.2
- Cc1ccc(CNC(C)c2ccccc2)cc1 (stereo not drawn)
  u, x
- O=C(NNc1cccc(Cl)n1)Nc1ccccc1F
  u, x
- Cc1cc2nc3c(nc2cc1C)C1(C(=O)N(C)C)CCC3(C)C1(C)C (stereo not drawn)
  u, x
- COc1cccc(/C=C2\SC(=O)N(CCC(=O)N3CCCCC3CCO)C2=O)c1 (stereo not drawn)
  u, x
- CC(NC(=O)COC(=O)CC(c1ccccc1)c1ccccc1)c1ccccc1 (stereo not drawn)
  u, x
- CC(=O)c1ccc(NC(=O)NC2CCCc3ccccc32)cc1 (stereo not drawn)
  u, x

Later entries
The line under a structure holds: Lipid storage S3, Lipid storage S3 cell count max
- Cc1ncc([N+](=O)[O-])n1CC(=O)Nc1ccc(Br)cc1
  u, x
- Cc1onc(-c2ccccc2)c1C(=O)N/N=C/c1cc2c(cc1Br)OCO2
  u, x
- CC(C(=O)O)c1ccc(-c2ccccc2)c(F)c1 (stereo not drawn)
  u, 5.8
- CC(C)(C)c1ccc(OCCOCCn2cnc3ccccc3c2=O)cc1
  -4.0%[9.22 µM], -6.7
- CCNc1nc(NCC)n2c(SCC(=O)N3CC4(C)CC3CC(C)(C)C4)nnc2n1 (stereo not drawn)
  -0.1%, -12.8
- O=C(NCC1CCCO1)C1CCN(C2CCN(CCCC3CCCC3)CC2)CC1 (stereo not drawn)
  -7.4%, 3.2
- Cc1cc(OCC(=O)Nc2ccc(N3CCCC3)cc2)cc(C)c1Cl
  u, x
- CN1CCN(CC(=O)N2c3ccccc3C(=O)Nc3cccnc32)CC1
  -0.8%, 11.7
- COc1ccc(CNCc2cc3c(C(C)(C)C)nn(-c4ccccc4)c3[nH]c2=O)cc1
  u, x
- CCC(C)(C(=O)NC1CCCC1)N(Cc1cccs1)C(=O)Cc1cccs1 (stereo not drawn)
  i, x
- CCOC(=O)c1ccc(NC(=O)CSc2nnc(CNC(=O)c3ccccc3F)o2)cc1
  u, x
- CCOc1ccc(-c2cc(C(=O)NCC3CCCO3)c3ccccc3n2)cc1 (stereo not drawn)
  u, x
- O=C(N/N=C/c1ccncc1)c1nn(Cc2ccccc2)c(=O)c2ccccc12
  u, x
- O=C(CSc1nnc2ccccn12)NNC(=O)c1ccc(F)cc1
  u, x
- O=C(Nc1ccc2nsnc2c1)c1cccs1
  u, x
- O=C1CN(c2ccc(F)cc2)C(=S)N1c1ccccc1
  10.5%, x
- O=C(CN1CCCC1)NCc1ccccc1
  u, x
- CN1CCC(C2(O)c3ccccc3CCc3ccccc32)CC1
  u, x
- Cc1ccc(-n2c(SCC(=O)N3CCN(c4ccccn4)CC3)nnc2N2CCCC2)cc1
  i, x
- O=C1OCCC1Sc1nnc(-c2ccccc2Cl)n1Cc1ccccc1 (stereo not drawn)
  u, x
- CCOC(=O)N1CCN(C(=O)c2ccc3c(=O)n(-c4cc(OC)ccc4OC)c(=S)[nH]c3c2)CC1
  u, x
- O=C(NCCCN1CCOCC1)c1ccc(CSc2ccc(Cl)cc2)cc1
  i, x
- CCCc1ccc(-c2cc(NC(=O)CSc3nnc(N)s3)n(-c3ccccc3)n2)cc1
  u, x
- O=C(Nc1ccccc1N1CCCCC1)c1ccc(F)c(S(=O)(=O)N2CCOCC2)c1
  u, x
- Cc1csc(SCC(=O)N2CCN(S(=O)(=O)c3ccccc3)CC2)n1
  u, x
- O=C(c1cc(=O)[nH]c2ccccc12)N(Cc1nnc(-c2ccccc2Cl)o1)C1CC1
  u, x
- N#Cc1ccc(OCC(=O)N/N=C2\CCc3ccccc32)cc1
  u, x
- O=S(=O)(Cc1cnc(Cl)s1)c1ccccc1
  17.8%, x
- O=S(=O)(NCc1cn2ccsc2n1)c1ccc2c(c1)OCCO2
  i, x
- O=C(Nc1cccc(Cl)c1)c1ccc2ncsc2c1
  16.1%, 16.2
- CN(CC(=O)Nc1ccc(F)cc1)C(=O)c1ccc(-c2ccc(Cl)cc2)o1
  u, x
- O=C(c1cc(COc2cccc(C(F)(F)F)c2)on1)N1C[C@H]2CC[C@H]1C2
  u, x
- NC(=O)CSc1nnc(-c2cccnc2)n1CCc1ccccc1
  u, x
- CCc1sc(C(=O)Nc2ncccc2O)cc1C
  u, x
- COc1ccc(N2CCN(S(=O)(=O)c3ccc4c(c3)NC(=O)C(C)S4)CC2)cc1 (stereo not drawn)
  i, -16.4
- Cc1cc(Cl)c(S(=O)(=O)Nc2ccc3c(c2)OCO3)cc1OCC(N)=O
  u, x
- Cc1ccc(NC(=O)COC(=O)C2C3CC4OC(=O)C2C4C3)cc1Cl (stereo not drawn)
  u, x
- Cc1cc(C)c2[nH]c(=O)c(CN(CC3CCCO3)C(=O)c3cnccn3)cc2c1 (stereo not drawn)
  26.2%, 5.9
- CCn1cc(C(=O)N(CCCN2CCOCC2)Cc2ccco2)c(=O)c2ccc(C)nc21
  u, x
- O=C1CC(N2CCN(c3ccccn3)CC2)C(=O)N1CC(c1ccccc1)c1ccccc1 (stereo not drawn)
  u, x
- COc1cc(OC)cc(Oc2ccc(S(=O)(=O)N3CCCCC3)cc2[N+](=O)[O-])c1
  4.3%, 5.0
- CCN(C(=S)NCCOC)c1cccc2ccccc12
  u, x
- COc1cccc(N2C(=NC(=O)CCC3CCCC3)SC3CS(=O)(=O)CC32)c1 (stereo not drawn)
  11.6µM*, 4.9*
- COc1ccc(C(=O)NCC(C)(C)SCc2c(C)cc(C)cc2C)cc1
  i, 16.5
- Cc1ccccc1Nc1nc(-c2cccnc2)cs1
  u, x
- C#CCNC(=O)C1=C[C@@H](C)C[C@@H](OCc2ccc(CO)cc2)O1
  -1.0%, 3.8
- CCn1ncc(CN2CCCC(CNC(=O)c3ccc(F)cc3)C2)c1C (stereo not drawn)
  2.5%, 20.8
- CCOC(=O)c1c(C)[nH]c(C(=O)Cn2nnc(-c3ccccc3Cl)n2)c1C
  10.8%, -27.8
- C=CC(=O)NN(C)c1ncc(C(F)(F)F)cc1Cl
  u, x
- CCN(CC)C(=O)c1cn(-c2ccccc2)nc1-c1ccc2c(c1)OCCO2
  -0.6%, 8.3
- COc1ccc(/C=N/NC(=O)c2cc(C34CC5CC(CC(C5)C3)C4)[nH]n2)cc1O
  u, x
- COc1ccc(C2(C(N)=O)CCCCC2)cc1OC
  9.6%, 0.3
- Cn1cc(C[C@H](C(=O)O)N2C(=O)c3ccc(C(=O)O)cc3C2=O)c2ccccc21
  19.7%, -2.0
- O=C(c1ccc(COc2ccccc2Br)cc1)N1CCCCC1
  u, x
- CC(=O)N1c2ccc(S(=O)(=O)N3CCCC3C(=O)NCc3ccc(Cl)cc3)cc2CC1C (stereo not drawn)
  -6.7%, 15.0
